HGIII-sPLA2 inh: human group III sPLA2 inhibitors, primary screen, biochemical, QFRET, BODIPY PC-A2 liposome substrate; QFRET BODIPY PC-A2 liposome hydrolysis, fluorescence; inhibition, % at 12.2 µM; Group 3 secretory phospholipase A2 (Homo sapiens), Q9NZ20; 370,000 tested, 0.56% active;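 active means inhibition above mean plus 3 SD of compounds lying within the high and low control bounds, cut at about 19% in these data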;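 further: 0% = median of test compound wells and 100% = no enzyme DMSO wells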
DAX1 inh-1: DAX1 (NR0B1) inhibitors on StAR promoter, primary screen, cell-based, luminescence, SF-1 (NR5A1), full-length DAX-1; AID 652010, 2013; HEK293T StAR-luciferase reporter, SF-1/DAX-1 repression relief; 370,000 tested, 1.1% active; inhibition, % at 6.8 µM;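 active means inhibition above the mean over all tested compounds plus 3 SD, cut at about 3.6% in these data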;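 further: 0% = DAX-1 cells with DMSO and 100% = cells lacking DAX-1 with DMSO; higher inhibition means more luminescence from relief of DAX-1 repression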
ssDAF-12 act: S. stercoralis DAF-12 nuclear receptor activators, primary screen, cell-based, luminescence, HEK293, GRIP1 co-expression, lit1-tk-luc. Nuclear hormone receptor DAF-12 (Strongyloides stercoralis). HEK293 ssDAF-12/GRIP1 lit1-tk-luc reporter; % of 3 µM dafachronic acid response. activation, % at 6.8 µM. 370,000 tested, 1% active;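 active means activation above the mean over all tested compounds plus 3 SD, cut at about 0.9% in these data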;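 further: 0% = DMSO-only wells and 100% = 3 µM delta7-dafachronic acid wells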
hcDAF12 agonist: H. contortus DAF-12 nuclear receptor activators, primary screen, cell-based, luminescence, HEK293, lit1-tk-luc reporter. activation, % at 6.8 µM. HEK293 hcDAF-12 lit1-tk-luc reporter; 0% DMSO, 100% Δ7-dafachronic acid. 370,000 tested, 1.4% active;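 active means activation above the mean of all tested compounds plus 3 SD, cut at about 5.5% in these data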;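 further: 100% = response to 3 µM Δ7-dafachronic acid high control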
hgDAF12 agonist: H. glycines DAF-12 receptor agonists, primary screen, cell-based, luminescence, HEK293, GAL4 fusion, UAS-luciferase. Nuclear hormone receptor DAF-12 (Heterodera glycines), GAL4 fusion. HEK293 GAL4-hgDAF12 UAS-luciferase reporter, agonist luminescence; normalized to butyrate control. activation, % at 6.8 µM. 370,000 tested, 1.8% active. AID 687014, 2013;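 active means activation above a cutoff set at the mean of all screened compounds plus 3 SD, cut at about 10% in these data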;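 further: 0% = DMSO wells and 100% = sodium butyrate wells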
NPR2 activator: human GC-B receptor activators, primary screen, HEK293 GC-B cells, cGMP TR-FRET, EC30 CNP; Atrial natriuretic peptide receptor 2 (Homo sapiens), P20594; 0% at EC30 CNP, 100% saturating CNP; activation, % at 10 µM; 370,000 tested, 0.11% active; AID 1920062, 2024;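 active means activation at 10 µM reaching about 35% in either raw or pattern-adjusted values, limit read from the data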
FXN GAA850 act: FXN promoter activators, primary screen, cell-based, luciferase luminescence, HEK293 lucGAA850; HEK293 lucGAA850 FXN promoter luciferase reporter, 24 h; percent of 10 µM SAHA response; activation, % at 6 µM; 360,000 tested, 0.56% active;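 active means activation above the average of all compounds screened plus 3 SD, cutoff fixed separately per campaign, cut at about 7.5% in these data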;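 further: 0% = DMSO wells and 100% = 10 µM SAHA wells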
KLK7 zymogen act: proKLK7 zymogen activators, primary screen, biochemical, fluorescence intensity | 370,000 tested, 0.9% active | purified proKLK7, EDANS-DABCYL substrate fluorescence; 100% is mature enzyme control, 0% vehicle | activation, % at 7 µM;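 active means activation above the mean of all tested compounds plus 3 SD, computed per campaign excluding outliers beyond control limits, cut at about 13% in these data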
DAX1 inh-2: DAX1 (NR0B1) inhibitors, primary screen, cell-based, HEK293, Gal4-DAX1, luciferase luminescence. Nuclear receptor subfamily 0 group B member 1 (Homo sapiens), P51843. HEK293 Gal4-DAX1 luciferase reporter. inhibition, % at 6.75 µM. 340,000 tested, 0.99% active. AID 504766, 2011;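 active means inhibition above the mean over all tested compounds plus 3 SD, cut at about 4.2% in these data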;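 further: 0% = DAX1-transfected cells with DMSO and 100% = empty-vector control cells with DMSO; inhibition shows as a rise in luminescence from relieved DAX1 repression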
GC-A act: GC-A stimulated cGMP production enhancers – HEK293 GC-A cells, cGMP TR-FRET, EC30 ANP, primary screen; activation, % at 10 µM; AID 1671463, 2021; 370,000 tested, 0.14% active; 0% at EC30 ANP, 100% saturating ANP; in the data active means activation above about 40%
Target sequence (P16066 whole entry, looked up): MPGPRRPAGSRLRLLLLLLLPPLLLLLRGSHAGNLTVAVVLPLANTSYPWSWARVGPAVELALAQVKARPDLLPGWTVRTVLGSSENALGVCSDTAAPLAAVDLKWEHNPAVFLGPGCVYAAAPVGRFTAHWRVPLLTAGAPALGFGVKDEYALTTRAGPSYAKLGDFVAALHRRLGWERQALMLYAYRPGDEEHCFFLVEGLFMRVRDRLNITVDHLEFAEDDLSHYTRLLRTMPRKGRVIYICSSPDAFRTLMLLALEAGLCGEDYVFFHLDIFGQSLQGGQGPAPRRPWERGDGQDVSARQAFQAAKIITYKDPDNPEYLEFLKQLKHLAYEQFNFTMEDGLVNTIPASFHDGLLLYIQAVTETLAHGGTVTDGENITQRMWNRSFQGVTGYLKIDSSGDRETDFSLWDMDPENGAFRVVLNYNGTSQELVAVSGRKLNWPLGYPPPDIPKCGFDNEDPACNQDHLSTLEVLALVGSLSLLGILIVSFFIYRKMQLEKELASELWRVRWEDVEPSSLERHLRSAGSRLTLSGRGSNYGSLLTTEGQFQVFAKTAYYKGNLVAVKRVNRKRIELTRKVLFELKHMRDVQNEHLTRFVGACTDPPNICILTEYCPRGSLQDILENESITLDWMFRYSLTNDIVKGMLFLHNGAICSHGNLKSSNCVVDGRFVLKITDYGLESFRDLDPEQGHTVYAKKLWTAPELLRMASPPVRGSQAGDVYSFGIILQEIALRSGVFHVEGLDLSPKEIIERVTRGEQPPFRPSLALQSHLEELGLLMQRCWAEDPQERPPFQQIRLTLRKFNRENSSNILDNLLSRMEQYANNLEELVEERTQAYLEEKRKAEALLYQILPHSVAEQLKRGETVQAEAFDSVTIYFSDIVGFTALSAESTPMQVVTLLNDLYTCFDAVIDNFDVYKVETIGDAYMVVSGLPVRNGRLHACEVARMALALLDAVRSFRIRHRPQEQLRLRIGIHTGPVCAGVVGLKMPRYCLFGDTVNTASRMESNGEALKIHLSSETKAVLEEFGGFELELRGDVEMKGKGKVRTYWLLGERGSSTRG
SMARCA2 activ: SMARCA2 (BRM) function activators, primary screen, cell-based, luminescence, high throughput; MG213 cells, MMTV-luciferase reporter, dexamethasone, overnight; activation, % at 9.1 µM; 370,000 tested, 1% active; AID 652017, 2013; in the data active means activation above about 7.8%;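 further: 0% = vehicle wells and 100% = reference activator wells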
The depositor's hits bear a star; · = no result given.

SMILES	HGIII-sPLA2 inh	DAX1 inh-1	ssDAF-12 act	hcDAF12 agonist	hgDAF12 agonist	NPR2 activator	FXN GAA850 act	KLK7 zymogen act	DAX1 inh-2	GC-A act	SMARCA2 activ
Cc1cccc(NC(=O)c2ccc(NCCO)c([N+](=O)[O-])c2)n1	2	1.5	-1.1	0.5	7.3	2	4.7	-0.4	-0.3	-1	1
c1ccc(COc2ccc(OCCCN3CCCC3)cc2)cc1	-12	4.4*	0.3	7.3*	8.2	9	4.7	-0.1	-0.1	8	8.7*
CCN(CC)c1ccc(NC(=O)COc2ccc(C#N)cc2)cc1S(=O)(=O)Nc1ccc(OC)cc1	-16	-1.5	-1.7	-1.4	-6.4	-8	1.2	-1.3	-2.5	-9	-5
Cc1ccccc1N1CCN(C2CCCN(C(=O)c3cnsn3)C2)CC1 (stereo not given)	0	-0.4	-1.2	-0.3	-1.4	0	1.2	-0.7	-0.2	-1	1
CN(C)S(=O)(=O)c1ccc(S(=O)(=O)N(CC(=O)Nc2ccccc2)CC2CCCO2)cc1 (stereo not given)	-3	0.3	-1.3	-0.8	1.0	2	-0.1	-0.3	0.0	-1	1
COc1cc2c3c(c1OC)C(=O)CC3CCCC2 (stereo not given)	-4	-0.9	-1.5	-1.7	3.8	-9	·	8.4	·	1	0
Cn1c(=O)c2c(ncn2CCCc2ccccc2)n(C)c1=O	5	-0.8	-1.9	2.4	-1.1	1	-2.6	0.0	0.8	-1	3
O=C(Nc1ccc(C(=O)O)cc1)/C(=C\C=C\c1ccccc1)NC(=O)c1cccc(Br)c1	-24	0.3	-1.4	0.0	-2.4	-2	2.0	0.3	-0.6	-7	-2
COc1ccccc1NS(=O)(=O)c1cc(NC(=O)c2cnccn2)ccc1N1CCOCC1	0	0.5	-1.5	-1.3	-0.4	-14	1.5	0.9	1.7	-6	-1
CC1C(=O)N(Cc2ccccc2)c2ccccc2N1C(=O)c1ccccc1 (stereo not given)	15	-0.2	-1.3	-2.9	-3.8	2	-3.3	0.1	-2.2	0	-4
O=C(CCCc1nc(-c2ccc(Cl)cc2)no1)Nc1cccnc1	0	-2.8	-2.4	-2.6	-7.0	-3	-7.5	0.6	-3.7	0	-2
Cc1cc(OC(C)C(=O)N(Cc2cccs2)C2CCS(=O)(=O)C2)ccc1Cl (stereo not given)	-21	-0.1	-1.6	0.0	-1.2	-8	4.5	0.0	-0.6	-10	-2
O=c1[nH]c(C2CCCN(S(=O)(=O)c3ccccc3)C2)nc2c1nnn2Cc1cccc(Cl)c1 (stereo not given)	-1	-0.4	-1.4	-2.0	-3.5	20	-0.8	-0.8	-0.4	13	-3
CCS(=O)(=O)N1CCN(S(=O)(=O)c2ccccc2)CC1	0	-1.0	-1.0	-0.7	-0.1	-3	-1.4	0.2	0.3	-2	1
Cc1nn(CCCC(=O)NCc2ccc(F)cc2)c(=O)c2nccn12	0	-0.6	-1.2	0.8	4.7	-2	-0.8	0.1	1.1	2	2
CN1C(=O)/C(=C/c2ccc(OCc3cccc(F)c3)cc2)NC1=S	5	0.1	1.4*	-0.7	-0.9	-4	0.2	-0.2	0.2	-9	-2
COc1cccc(CNC(=O)C2CCN(c3ncnc4c3nc3n4CCCCC3)CC2)c1	4	-0.1	-0.9	-0.8	-0.5	-5	1.5	0.3	0.4	-7	-4
CC(=O)C1C(c2ccc(F)c(F)c2)NC(=O)NC1(O)C(F)(F)F (stereo not given)	-3	-0.5	-1.4	-1.0	0.5	-3	2.4	0.5	0.0	7	-4
COc1ccc(-c2ccc(C(=O)NCc3ccc(C(F)(F)F)cc3)c3occc23)c(C)c1	-1	-1.3	-1.5	-3.5	-0.1	6	0.7	-0.9	·	-2	-6
O=C(CCSc1ccccc1)NC1CCCC1	-2	-0.4	-1.1	-0.7	2.0	-1	1.6	-0.4	-0.1	2	-3

Entries above with an aryl methoxy group:
SMILES	HGIII-sPLA2 inh	DAX1 inh-1	ssDAF-12 act	hcDAF12 agonist	hgDAF12 agonist	NPR2 activator	FXN GAA850 act	KLK7 zymogen act	DAX1 inh-2	GC-A act	SMARCA2 activ
CCN(CC)c1ccc(NC(=O)COc2ccc(C#N)cc2)cc1S(=O)(=O)Nc1ccc(OC)cc1	-16	-1.5	-1.7	-1.4	-6.4	-8	1.2	-1.3	-2.5	-9	-5
COc1cc2c3c(c1OC)C(=O)CC3CCCC2 (stereo not given)	-4	-0.9	-1.5	-1.7	3.8	-9	·	8.4	·	1	0
COc1ccccc1NS(=O)(=O)c1cc(NC(=O)c2cnccn2)ccc1N1CCOCC1	0	0.5	-1.5	-1.3	-0.4	-14	1.5	0.9	1.7	-6	-1
COc1cccc(CNC(=O)C2CCN(c3ncnc4c3nc3n4CCCCC3)CC2)c1	4	-0.1	-0.9	-0.8	-0.5	-5	1.5	0.3	0.4	-7	-4
COc1ccc(-c2ccc(C(=O)NCc3ccc(C(F)(F)F)cc3)c3occc23)c(C)c1	-1	-1.3	-1.5	-3.5	-0.1	6	0.7	-0.9	·	-2	-6

New compounds follow.
SMILES	HGIII-sPLA2 inh	DAX1 inh-1	ssDAF-12 act	hcDAF12 agonist	hgDAF12 agonist	NPR2 activator	FXN GAA850 act	KLK7 zymogen act	DAX1 inh-2	GC-A act	SMARCA2 activ
CC(=O)c1csc(CS(=O)(=O)c2ccccn2)n1	-3	0.4	-1.5	0.0	-3.0	10	0.3	0.5	3.3	-4	5
O=C(Cn1cc2c(n1)CCCC2)NCCCN1CCN(c2ccccc2F)CC1	2	-0.8	-1.1	-1.6	-1.4	-4	2.8	0.4	-0.5	2	-1
COc1cccc(-c2cn(-c3cccc(C(F)(F)F)c3)c(=S)[nH]2)c1	16	-0.3	-1.5	-2.0	5.5	1	-0.8	-0.3	0.3	-1	-2
CCOC(=O)Cn1nnnc1C(CC)N(Cc1cccs1)Cc1cc2ccc(OC)cc2[nH]c1=O (stereo not given)	-4	0.4	-1.3	1.8	-1.6	-9	-0.6	-0.2	0.2	4	0
C=CCn1c(CNC(=O)c2ccccc2C)nnc1SCC(=O)NC1CCCC1	1	-0.3	-0.6	-0.9	2.3	0	-0.3	-0.1	-0.3	7	2
O=C(NCCN1C(=O)S/C(=C\c2ccc(OC(F)F)cc2)C1=O)[C@@H]1CCCN1C(=O)c1cccs1	-10	-0.1	-1.4	-3.1	-0.6	-3	2.5	0.6	-1.3	-1	-2
Cc1c(O)c2ccccc2n(-c2ccccc2)c1=O	-7	-0.1	-1.4	-0.2	-2.0	0	2.3	0.6	0.7	2	-3
CCCCOCCCNC(=O)C[C@@H]1C[C@@]2(C(=O)OCC)CCCC=C2N(Cc2ccco2)C1=O	-9	-0.1	-1.4	-0.8	2.0	4	·	0.4	·	1	2
Cn1c(CCNC(=O)c2ccccc2Cl)n[nH]c1=S	3	-0.4	-1.1	-2.1	-0.6	-7	4.8	-0.8	-0.1	-2	-2
COc1cccc(C(=O)Nc2nnc(-c3ccccc3)s2)c1	0	1.7	-0.5	3.0	8.4	-5	8.0*	0.8	0.9	7	4
Cc1cccc(C2c3[nH]c4ccccc4c3CCN2C(=O)c2ccc(=O)[nH]c2)n1 (stereo not given)	-13	-1.0	-1.2	2.7	0.5	-3	1.8	0.3	1.4	-5	2
CC(=O)Nc1nc2ccccc2n1CCN1CCOCC1	3	-1.1	-1.0	-0.4	-2.4	8	2.1	-0.6	0.6	-3	-3
Cn1cnc(S(=O)(=O)N2CCN(c3ccccc3)CC2)c1	6	1.1	-1.0	-0.5	1.3	1	-1.6	0.1	-0.2	1	-1
COc1ccc(C(=O)Nc2cc(Cl)ccc2C(=O)O)cc1	-12	-0.7	-0.7	4.2	-1.6	-4	-0.7	-0.2	1.8	-4	4
COc1ccc(NS(=O)(=O)c2cccc(Cl)c2)cc1S(=O)(=O)N1CCCCC1	-6	-0.1	-1.4	-1.5	-0.3	3	-2.2	-0.3	-2.0	0	2
CC(OC(=O)c1cnccn1)C(=O)Nc1nc(-c2cccc([N+](=O)[O-])c2)cs1 (stereo not given)	8	3.1	-0.7	1.1	4.6	5	4.0	0.0	0.5	33	4
CN(CC(=O)Nc1cccc(F)c1)C(=O)c1ccc2c(c1)CC(c1ccccc1)OC2=O (stereo not given)	-19	-4.0	-0.9	-0.9	1.1	0	-2.9	-0.3	-1.9	-2	-2
COc1ccc(/C=C2/C(=O)ON=C2C)cc1Cl	-1	0.0	-1.3	0.2	-1.1	25	0.7	0.1	-0.8	36	5
O=c1cc(Cc2ccc([N+](=O)[O-])cc2)[nH]c(=O)[nH]1	0	0.1	-1.1	2.5	-0.6	-2	0.7	0.4	1.2	-6	2
CCc1cc(=O)oc2cc(C)cc(OC(C)C(=O)NCC(O)c3ccccc3)c12 (stereo not given)	5	-1.7	-1.3	-1.6	-2.5	-4	-1.5	8.4	-0.2	-7	-3
COc1ccc(C)cc1NC(=O)CCCN1C(=S)NC(C)(C)CC1C (stereo not given)	24*	-0.3	-1.1	-0.1	-0.2	3	-0.6	0.2	0.1	-1	-5
COc1ccc(OC)c(-c2cc(C(=O)NCc3ccc(Cl)cc3)no2)c1	0	0.1	-1.6	0.0	1.0	-5	-0.8	-0.3	0.8	-6	6
Cc1ccccc1NC(=O)N1CCN(C(=O)c2ccco2)CC1	8	-0.7	-1.1	-1.1	0.1	4	0.9	0.2	1.4	1	-4
CCCNC(=O)c1onc(CSc2ccncc2)c1C(=O)NCCC	3	-0.2	-1.4	-0.8	-2.7	-1	1.5	0.2	1.6	0	-1
CC(C)c1ccc(CC(=O)N2CCC2(C)C(=O)NCc2cccc3ccccc23)cc1 (stereo not given)	-25	-1.6	-1.8	-2.9	-1.2	-6	-2.6	0.2	·	-7	1
O=C(NC(Cc1ccccc1)C(=O)O)/C(=C\c1ccccc1F)NC(=O)c1ccccc1 (stereo not given)	0	0.3	-1.9	-2.0	0.1	4	2.4	0.0	-0.3	-3	1
COc1ccc(NC(=O)N2C3CCCC2CC(NC(=O)c2ccccc2)C3)cc1 (stereo not given)	5	-0.1	-0.3	0.0	1.2	-2	0.8	-0.3	2.1	1	-2
